# Compound activity from PubChem BioAssay.
# IL-1B inflam inh: inflammasome signaling inhibition, IL-1 beta readout; THP-1 LPS/ATP IL-1B secretion, AlphaLISA, 16 h; stronger effect = lower value; activity change, % at 57.5 µM; 360,000 compounds, 4.7% hits; AID 743279; in the data active means activity change below about -50%; inconclusive means mostly about -30% to -49%; further: on the % scale 0 is the no-effect control and ±100 the full control effect
#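 THP-1 cells pretreated 1 hr with compounds (up to 57.5 uM final), then stimulated with LPS (250 ng/mL final) plus ATP (1.25 mM final); secreted IL-1B measured by AlphaLISA after 16 hr, decreased signal indicating inhibition.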
# Nrf2 activator: activators of Nrf2 (ARE) signaling; AREc32 ARE-luciferase reporter (MCF7-derived line), luminescence, 24 h; 410,000 compounds, 0.31% hits; Potency, µM (series often up to 46.1 µM), for the others: top-dose activation, usual class: activators; AID 624171; further: potency means the concentration at half of the fitted maximal effect; % of control where 0% means no effect; nearly all actives have a fitted effect of over 65% in size
#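 Luciferase luminescence (Steady-Glo, 30 min at room temperature) served as the read-out of ARE activation in AREc32 cells treated with compounds for 24 hr at 37 deg C.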
# A549 tox: kills or reduces viability of A549 cells in Nrf2 counter-screen | A549 ARE-Fluc cells, CellTiter-Fluor viability, 18-24 h | Potency, µM (series often up to 46 µM), for inactives: at the top dose activity change, negative = cytotoxicity, actives largely listed as inhibitors | 390,000 compounds, 0.16% hits | AID 504648; further: potency means the concentration at half of the fitted maximal effect; on the % scale 0 is the no-effect control and ±100 the full control effect
#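 A549 ARE-Fluc cells in 5% FBS OPTI-MEM, 5000 cells/well, rested 2 h then exposed to compounds in concentration-response for 18-24 h at 37 °C. Viability by CellTiter-Fluor fluorescence (Ex 405/Em 525) after 30 min; luciferase luminescence (BugLite, 15 min, RT) read afterwards.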
# MCF10A rereplic: DNA re-replication induction in MCF 10a cells. MCF 10A DNA re-replication, Hoechst nuclear intensity, 48 h. Potency, µM (highest dose often 46.1 µM), inactives show at the top dose activity, positive = re-replication, hits mostly activators. 350,000 compounds, 2.9% hits. AID 624296; further: potency means the concentration at half of the fitted maximal effect; % of control where 0% means no effect; nearly all actives have a fitted effect of over 50% in size
# HepG2 viability: counter-screen for TGF-b inhibitors: cytotoxicity in HepG2 cells; HepG2 CAGA-GFP viability, ATP luminescence, 18 h; Potency, µM (doses to about 46.1 µM), for the others: top-dose activity change, negative = cytotoxicity, most hits filed as cytotoxic; 410,000 compounds, 0.76% hits; AID 588856; further: potency means the concentration at half of the fitted maximal effect; some results filed as inactive show a strong effect at the top dose
#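 HepG2 CAGA-GFP cells (1000/well, DMEM with 1% FBS) received compound, then TGF-beta at 500 pg/mL final, and were incubated 18 hours at 37 degrees C. Viability was read by CellTiter-Glo luminescence. Media-only wells were set as complete cell-killing and DMSO as no toxicity.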
# TGFb SMAD3 inh: inhibitors of TGF-b signaling; HepG2 CAGA-GFP TGF-b/SMAD3 reporter, GFP fluorescence, 18 h; TGF-beta stimulated, 500 pg/mL final; Potency, µM (top dose mostly 46.1 µM), without a hit: at the highest dose activity, negative = inhibition, actives largely listed as inhibitors; 410,000 compounds, 1.2% hits; AID 588855; further: potency means the concentration at half of the fitted maximal effect; on the % scale 0 is the no-effect control and ±100 the full control effect; nearly all actives have a fitted effect of over 65% in size
#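 HEPG2 CAGA-GFP, 1000 cells/well; 2 h settle, 37 C; cpd via pin tool; TGF-b 500 pg/mL final; 18 h, 37 C; GFP imaging ex488/em500-530; %Activity normalised to -TGF-b and +DMSO controls; CRC fit, curve class.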
# Nrf2 block: inhibitors of Nrf2 signaling. A549 ARE-Fluc reporter, luciferase luminescence, 18-24 h. 360,000 compounds, 2.1% hits. Potency, µM (series often up to 46 µM), inactives show at the highest dose activity change, negative = inhibition, hits mostly inhibitors; further: potency means the concentration at half of the fitted maximal effect; on the % scale 0 is the no-effect control and ±100 the full control effect; nearly all actives have a fitted effect of over 60% in size
#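 In this cell-based qHTS, ARE-driven firefly luciferase in A549 cells reports Nrf2 activity; the luminescent signal after BugLite lysis is the measured value, with a prior CellTiter-Fluor read for cell health.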
# ATXN viability: reduces viability in counter-screen for ATXN expression inhibitors; AID 651635; 400,000 compounds, 0.49% hits; Potency, µM (series often up to 56.7 µM), hits mostly cytotoxic; S2 cells (HEK-293 line with an ATXN2-luciferase reporter) viability, CellTiter-Fluor protease fluorescence, 24 h; further: potency means the concentration at half of the fitted maximal effect; nearly all actives have a fitted effect of over 40% in size
# ATXN2 expr inh: reduces ATXN2 reporter expression in HEK-293 cells | Potency, µM (top dose mostly 57 µM), without a hit: top-dose activity change, negative = inhibition, hits mostly inhibitors | HEK-293 ATXN2-luciferase reporter, luminescence, 24 h | AID 1745845 | 360,000 compounds, 0.72% hits; further: potency means the concentration at half of the fitted maximal effect; on the % scale 0 is the no-effect control and ±100 the full control effect; nearly all actives have a fitted effect of over 55% in size
#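 qHTS (up to 57 uM final) was run with 24 h compound exposure of reporter cells at 37 °C. Each well was multiplexed: SteadyGlo luminescence measured ATXN2-luciferase expression after a fluorogenic Gly-Phe-AFC viability readout (25 uM final).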
# * = called active by the depositor; i = inactive; ? = inconclusive; nt = no result given; & = joins results of further samples; [ ] = remark or other dose. Unless noted, the call rests on the fitted dose curve; in most records, active means well fitted curve in the direction sought with a large enough effect; inconclusive means small, poorly fitted or top-dose-only effect, or another doubt; inactive means no such curve, though single readings can be large; an effect the other way counts as inactive or inconclusive. This is a random part of the collection. Share with any hit: about 8.8%.
# Each structure is followed by: TGFb SMAD3 inh	Nrf2 block	ATXN2 expr inh	ATXN viability	MCF10A rereplic	A549 tox	Nrf2 activator	IL-1B inflam inh	HepG2 viability
CC(Sc1nc2cc(Cl)ccc2s1)C(=O)Nc1cccc(S(=O)(=O)N2CCOCC2)c1 (stereo not given)
 : -28%	?	-36%	i	?	-1%	3.2%	-12	2%
CCOCCCNC(=O)C1CCN(S(=O)(=O)CC)CC1
 : -9%	-9%	-3%	i	0%	1%	-0.5%	26	-2%
OC(COc1ccc2c(c1)OCO2)CN1CCCC1 (stereo not given)
 : 5%	-1%	3%[11.3 µM]	i	0%	0%	-0.4%	1	0%
COc1ccc(N2CCN(C(=O)Cn3cnc4sc(C)c(S(=O)(=O)N5CCCCC5)c4c3=O)CC2)cc1
 : -11%	4%[9.27 µM]	14%	i	nt	-14%	-0.7%	nt	-16%
Cc1nn(C)c(C)c1/C=C1/SC(=S)NC1=O
 : 12%	28%	15%	i	-4%	?	0.7%	35	5%
O=C(CCN1C(=O)/C(=C/c2ccccc2Cl)SC1=S)NNC(=O)c1cccnc1
 : -1%	4%	9%	?	1%	-4%	8.6%	18	-17%
CO/N=C(\C(=O)N[C@@H]1C(=O)N2C(C(=O)O)=C(COC(C)=O)CS[C@H]12)c1csc(N)n1 (stereo in doubt)
 : 16%&-10%&-5%	-2%&-12%&-10%	4%&2%&-8%	i	19%&-42%&-30%	0%&-2%&-2%	-0.4%&-0.5%&2.7%	8&24&16	8%&1%&-45%
COc1ccc(-c2cccc(-c3cc(=O)oc4cc(OC)cc(OC)c34)c2)cc1
 : 1.4µM*	?	6%	i	0.21µM*	-3%	1.6%	78	3%
COC(=O)N/N=C/c1ccc(-c2cc(Cl)cc(Cl)c2)o1
 : 10%	?	9%	i	4%	-8%	-0.8%	?	-5%
CCC(C)(C)n1nnnc1CN1CCC(O)(c2cccc(C(F)(F)F)c2)CC1
 : ?	nt	2%	i	-1%	1%	0.0%	0	3%
Cc1ccccc1OCCC(=O)Nc1cc(S(=O)(=O)N2CCOCC2)ccc1OC(C)C
 : -10%	-15%	-2%	i	7%	6%	0.2%	-17	-11%
CC1C(=O)N2CCCc3cc(NS(=O)(=O)c4ccc(F)cc4)cc1c32 (stereo not given)
 : 6%	-26%	-7%	i	10%	-1%	0.0%	37	7%
COc1ccc2nc(-c3ccccc3)cc(OC)c2c1
 : -6%	?	38%	i	?	0%	?	-80*	-3%
CC(C)CN(C(=O)CSc1nc2ccccc2[nH]1)C1CCS(=O)(=O)C1 (stereo not given)
 : 3%	14%	3%	i	0%	15%	-0.5%	-1	6%
NC(=O)C1(N2CCCCC2)CCN(C(=S)Nc2ccc(F)cc2)CC1
 : -10%	0%	11%	i	1%	16%	3.0%	40	-2%
CCOC(=O)c1c(NC(=O)c2ccoc2C)sc2c1CCC2
 : 0%	?	-16%	i	?	-6%	-0.5%	0	2%
C[C@@H]1CC[C@@]2(O[C@@H](CCO)C[C@@H](O)[C@@H]2O)O1
 : -6%	15%	2%	i	?	1%	-0.4%	24	-8%
Cc1cc(NC(=O)CCN2C(=O)c3ccccc3C2=O)no1
 : -5%	2%	8%	i	-5%	-16%	-0.5%	-4	16%
O=C(NNC(=O)c1ccc2ccccc2c1)Nc1ccc(F)cc1
 : -20%	11%	-8%	i	0%	-2%	0.3%	24	6%
CCOC(=O)C(CN1CCCC1)c1ccccc1 (stereo not given)
 : 2%	-1%	0%	i	18%	1%	0.3%	20	-13%
CCOc1ccc(NC(=O)c2ccc(CN3CCc4ccccc4C3)cc2)cc1
 : -7%	?	-34%	?	8%	-3%	-0.1%[9.22 µM]	-3	-9%
CCCc1cc(=O)oc2cc(C)cc(OC(C)C(=O)NCCCN3CCOCC3)c12 (stereo not given)
 : ?	?	-9%	i	12%	-16%	-0.9%	?	-18%
CC(C)CNC(=S)NNC(=O)c1ccco1
 : -1%	2%	16%	i	293%[0.0737 µM]	7%	1.5%	2	-3%
Cc1ccccc1NS(=O)(=O)c1nnc(NC(=O)c2ccc(Br)cc2)s1
 : -27%	10%	16%	i	15%	-2%	1.7%	39	-27%
COc1ccc([N+](=O)[O-])cc1NCc1c(F)cccc1F
 : 27%	nt	nt	i	nt	nt	-0.2%	-4	15%
Cc1cc(-c2nnc(CSc3nnc(NC(=O)c4ccc(C(C)(C)C)cc4)s3)o2)ccc1[N+](=O)[O-]
 : 14%	-20%	13%	i	6%	1%	1.7%	0	0%
NC(=O)c1ccc(NC(=O)COC(=O)CCC2CCCC2)cc1
 : 13%	nt	nt	i	nt	nt	-0.2%	-27	29%
NC(=O)c1ccccc1NC(=O)CSc1nc2ccccc2c(=O)[nH]1
 : -13%	?	8%	i	-11%	-6%	-0.1%	10	-65%
CCCOC(=O)c1c(NC(=O)C2c3ccccc3Oc3ccccc32)sc2c1CCC(C)C2 (stereo not given)
 : -4%	9%	9%	i	nt	-3%	-0.6%	nt	1%
CCOC(=O)c1c(CN(CC)CC)n(-c2ccccc2)c2ccc(O)cc12
 : 9%	-5%	-1%	i	?	-5%	1.8%	-60*	-18%

# Continuation.
# Each structure is followed by: TGFb SMAD3 inh	Nrf2 block	ATXN2 expr inh	ATXN viability	MCF10A rereplic	A549 tox	Nrf2 activator	IL-1B inflam inh	HepG2 viability
CC(C)C(=O)Nc1oc(-c2ccccc2)cc1C#N
 : 13%	-5%	-1%	i	-44%[inhibitor]	7%	2.4%	-1	7%
Cn1cccc1C(=O)NC(=O)COC(=O)CCNS(=O)(=O)c1ccc(Cl)cc1
 : -6%	6%	6%	i	12%	3%	-0.4%	13	-2%
CCn1c(C)nc2c(C)[n+](CC(=O)c3ccc(Br)cc3)ccc21
 : 3%	?	37%[activator]	i	-24%	-2%	-0.4%	-24	3%
CC(C)On1c(SCC(=O)N(C)C)nc2ccccc2c1=O
 : 15%	4%	nt	i	2%	-1%	0.6%	0	13%
O=C(O)CSCC(=O)N1CCCN(c2nc3ccc(Cl)cc3s2)CC1
 : -14%	7%	0%	i	2%	4%	-0.5%	-2	-19%
Cc1ccc2cc(CCNC(=O)C(C)C)c(=O)[nH]c2c1
 : -6%	10%	15%	i	14%	-6%	0.7%	-13	-42%
Cc1nc2ncnn2c(C)c1CCC(=O)Nc1ccc(S(=O)(=O)N2CCCCCC2)cc1
 : -17%	-25%	-1%	?	3%	nt	0.0%	16	-19%
CCC(=O)Nc1ccc(/C(C)=N\NC(=O)c2ccc(OC)cc2)cc1
 : 8%	8%	1%	?	0%	-3%	0.2%	3	8%
CCOC(=O)C1CCN(C(=O)c2ccc3c(c2)S(=O)(=O)c2ccccc2C3=O)CC1
 : 0%	2%	-2%	i	1%	0%	0.5%	3	-8%
O=C(COc1nsnc1N1CCOCC1)Nc1ccc(Cl)cc1
 : -11%	-21%	nt	i	2%	5%	5.0%	27	-23%
Cc1cc(C)cc(Nc2c3c(nc4ncnn24)CCC3)c1
 : -23%	-4%	-36%[11.3 µM]	i	?	0%	3.8%	62	2%
COc1ccc(CNC(=O)c2ccc(CS(=O)(=O)c3ccc(C)cc3)o2)cc1
 : ?	6%	nt	i	-3%	0%	0.6%	6	-15%
Cn1c2c(sc1=O)CCC2
 : -6%	-1%	4%	i	5%	-5%	-1.3%	2	-1%
OCCN1CCN(c2nc3ccccc3nc2-c2ccccc2)CC1
 : 2%	1%	nt	i	0%	-8%	0.4%	-5	-14%
CC1C(=O)Nc2ccc(S(=O)(=O)N3CCN(c4ccccc4F)CC3)cc2NC1=O (stereo not given)
 : -21%	?	-7%	?	-3%	-14%	-0.3%	55	-22%
Cc1cccc(C(=O)NCC(=O)OCC(=O)c2ccc(Br)s2)c1
 : -5%	-10%	-8%	i	-3%	-6%	-0.2%	2	-11%
CC(NC(=O)c1cccc(S(=O)(=O)N2CCN(Cc3ccccc3)CC2)c1)c1ccccc1Cl (stereo not given)
 : -6%	?	-13%	i	0%	2%	-0.2%	-5	0%
CCOC(=O)N1CCC(NS(=O)(=O)c2ccc3c(c2)OCC(=O)N3)CC1
 : 11%	-4%	-8%	i	10%	-2%	-0.7%	3	-8%
CC(C)(C)C(=O)Nc1nc(C2CCCN2S(=O)(=O)c2ccc(Cl)cc2)cs1 (stereo not given)
 : ?	?	-19%	i	0%	2%	0.6%	-12	-19%
COc1ccc(CNC(=O)c2ccc(NS(=O)(=O)c3c(C)noc3C)cc2)cc1
 : -12%	5%	-8%	i	1%	8%	-0.5%	10	11%
Cn1cc(-c2ccccc2C(N)=O)c(=O)c2ccccc21
 : 19%	2%	0%	i	12%	1%	0.2%	17	1%
O=S(=O)(Nc1ccc(Cl)cc1)c1ccc2c(c1)CCO2
 : ?	-11%	-16%	?	5%	1%	0.3%	-15	-35%
Cc1c(NS(=O)(=O)c2cccs2)c(=O)n(-c2ccccc2)n1C
 : 22%	22%	0%	i	11%	-10%	-0.3%	14	-1%
CC1CN(S(=O)(=O)c2ccc(Cl)c(C(F)(F)F)c2)CC(C)O1 (stereo not given)
 : 0%	nt	-12%	i	0%	4%	0.2%	0	2%
CC(OC(=O)c1ccc(C(C)(C)C)cc1)C(=O)NC1CCCCC1C (stereo not given)
 : -6%	6%	-15%	i	7%	16%	-0.6%	0	-21%
Cc1cc(C)c(OCCCNCc2ccccc2)c(Br)c1
 : ?	1%	nt	?	?	5%	-3.5%	-72*	-120%
CN(Cc1ccccc1F)C(=O)CN1C(=O)NC2(CCc3ccccc32)C1=O (stereo not given)
 : -8%	-10%	1%	i	2%	-1%	0.4%	-1	0%
COCOc1cccc(CN2CCC(C)(Oc3cccc(OC)c3)C2)c1 (stereo not given)
 : -8%	nt	-6%	i	nt	nt	3.4%	-24	-11%
